Screening results as filed in PubChem.
KCNK9 inh – inhibitors of human KCNK9 two-pore domain potassium channel | B-score at 10 µM | AID 488922 | 1.2% of 310,000 active | HEK293 KCNK9, FluxOR thallium flux fluorescence; stronger effect = lower value;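 active = ratio B-score over 3 SD below the library mean, with starting fluorescence within 5 SD of its mean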;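 also: negative B-score means less thallium flux so channel inhibition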
KCNQ1 inh – human KCNQ1 channel inhibition; 1.3% of 310,000 active; B-score at 10 µM; P51787; CHO-K1 KCNQ1, FluxOR thallium flux fluorescence; stronger effect = higher value;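 active = compounds whose thallium flux B-score, printed positive for inhibition, exceeds three library SD while starting fluorescence stays within three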;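 also: channel opened by potassium depolarization with thallium stimulus after 20 min compound exposure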
Dyrk1A ADPGlo – blocks rat Dyrk1A kinase activity; ADP-Glo luminescence, NFATc1 peptide; AID 504441; 0.43% of 310,000 active; Q63470; inhibition, % at 12.5 µM; in the data active = inhibition above about 50%;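 also: plate controls were vehicle with enzyme for no effect and no enzyme for full effect; many of its hits are not listed in these tables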
KCNQ1 pot – human KCNQ1 channel potentiation or activation; P51787; CHO-K1 KCNQ1, thallium flux FluxOR fluorescence; stronger effect = higher value; B-score at 10 µM; 0.35% of 310,000 active; AID 2648;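 active = fluorescence ratio B-score, a plate-corrected score, at least three library SD, with initial intensity B-score within 5 SD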
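System: CHO-K1 cells stably expressing KCNQ1 / Medium: assay buffer for compound exposure, DMSO matched across wells / Reagent: thallium- and potassium-containing depolarizing buffer / Compound: one concentration, matched DMSO / Incubation: 20 min compound pretreatment at room temperature / Measured by: kinetic FluxOR fluorescence, 10 s baseline plus 110 s post-stimulus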
RGS4 act – RGS4 potentiation or activation | HEK293 M3R/inducible RGS4, carbachol calcium flux Fluo4; stronger effect = lower value | B-score at 10 µM | 0.92% of 310,000 active | AID 463111;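 active = B-score of the integrated calcium signal more than 4 SD below the library mean, with starting fluorescence not abnormally high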;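 also: negative B-score means reduced calcium response which marks RGS4 activation or potentiation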
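Assay system: Inducible-RGS4 HEK293 cells carrying M3 receptor | Schedule: Compound preincubation 20 min at room temperature before agonist | Signal: Kinetic calcium fluorescence imaging with Fluo4-AM dye, 2 µM | Read-out basis: B score from integrated fluorescence ratio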
PolyA inhibitor – blocks polyadenylation in yeast reporter cells. calls only at 12 µM. 0.02% of 300,000 active. S. cerevisiae SKY197-pL101 polyadenylation reporter, beta-gal luminescence; efflux-impaired pdr1/pdr3 knockout yeast; score 100 = 6 SD above DMSO;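 active = lowest replicate activity score at least 50, where 100 means six control SD above control mean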;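 also: yeast exposed to compound for 9 h at 30 °C; higher score means more reporter readthrough which indicates perturbed polyadenylation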
GSK3A inh – human GSK-3 alpha kinase inhibition. P49840. ADP-Glo luminescence, 60 min. inhibition, % at 10 µM. 0.1% of 320,000 active. AID 2650;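 in the data active = inhibition above about 50%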;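 also: GST-tagged GSK-3 alpha with peptide substrate and 25 µM ATP; 0% = DMSO neutral wells and 100% = GW8510 positive control wells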
Target sequence (P49840 whole entry, looked up): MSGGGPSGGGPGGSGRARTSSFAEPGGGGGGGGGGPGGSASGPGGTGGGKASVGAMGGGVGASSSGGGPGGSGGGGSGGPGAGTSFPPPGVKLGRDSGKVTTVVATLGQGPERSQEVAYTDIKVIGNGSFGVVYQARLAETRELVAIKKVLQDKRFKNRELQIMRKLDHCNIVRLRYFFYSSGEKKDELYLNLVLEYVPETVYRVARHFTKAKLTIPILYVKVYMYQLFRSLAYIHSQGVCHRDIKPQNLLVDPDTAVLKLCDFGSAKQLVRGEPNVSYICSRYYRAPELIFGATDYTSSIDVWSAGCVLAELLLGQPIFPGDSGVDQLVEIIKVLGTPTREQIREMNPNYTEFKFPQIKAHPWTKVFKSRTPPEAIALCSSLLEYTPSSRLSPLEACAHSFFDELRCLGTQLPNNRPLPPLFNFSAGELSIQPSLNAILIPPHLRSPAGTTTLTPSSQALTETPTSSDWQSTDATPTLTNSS
hERG protect – compounds protecting human hERG from proarrhythmic drug block. Q12809. CHO-hERG, FluxOR thallium flux, dofetilide IC70 present. activation (rescue from dofetilide block), less the hit threshold, % at 10 µM. 0.51% of 310,000 active;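 active = activation above the mean of controls blocked by dofetilide plus 5 SD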;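 also: thallium influx through hERG after potassium depolarization seen as dye fluorescence rise; in these data hits start at about 4.7%; inactives centre near -7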
KCNK3 inh – human KCNK3 channel inhibition, primary screen; O14649; CHO-KCNK3 thallium flux, FluxOR fluorescence; stronger effect = lower value; B-score at 10 µM; 0.84% of 340,000 active;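 active = B-score under library mean minus 4 SD, starting fluorescence ratio at most library mean plus 5 SD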;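 also: more negative B-score means stronger inhibition of thallium flux through KCNK3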
GSK3B inh – blocks human GSK3beta kinase activity; activity score (negative = inhibition), % at 10 µM; 0.038% of 300,000 active; GST-GSK3beta kinase, ADP-Glo luminescence, 60 min; stronger effect = lower value; P49841;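 active = more than half of replicate wells score below -50%, meaning over 50% inhibition versus plate controls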;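 also: 0% = median DMSO wells and -100% = median GW8510 positive control wells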
Target sequence (P49841 whole entry, looked up): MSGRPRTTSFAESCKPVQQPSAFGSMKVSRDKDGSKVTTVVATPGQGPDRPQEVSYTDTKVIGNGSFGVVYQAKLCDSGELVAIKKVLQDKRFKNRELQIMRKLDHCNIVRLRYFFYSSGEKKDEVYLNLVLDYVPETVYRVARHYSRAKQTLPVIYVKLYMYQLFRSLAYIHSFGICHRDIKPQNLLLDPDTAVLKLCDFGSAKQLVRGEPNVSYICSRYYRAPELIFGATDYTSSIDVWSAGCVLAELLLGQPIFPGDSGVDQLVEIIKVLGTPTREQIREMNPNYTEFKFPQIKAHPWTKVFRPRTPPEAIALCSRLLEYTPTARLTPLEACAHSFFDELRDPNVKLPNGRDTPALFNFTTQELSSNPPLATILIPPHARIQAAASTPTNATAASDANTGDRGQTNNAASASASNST
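Assay system: GST-tagged human GSK3beta kinase, cell-free; Input: 1.6 ng GSK3beta; Medium: Tris/MgCl2 kinase buffer; Timing: 60 min enzyme reaction, room temperature; Signal: ADP-Glo luminescence quantifying ADP generated by kinase; Evaluation: score relative to plate controls; Benchmarks: DMSO neutral wells and GW8510 at 20 µM as positive.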
RGS4 block – human RGS4 inhibition. HEK293 M3R/RGS4 inducible, Fluo-4 calcium flux; stronger effect = higher value; triggered by carbachol at its EC20. 0.45% of 310,000 active. B-score at 10 µM;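 active = B-score, a plate-corrected calcium signal, over three deviations above library mean, with baseline fluorescence within five deviations of library mean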;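 also: RGS4 expression induced by doxycycline in cells with stable M3 receptor; B-score is computed from the integrated fluorescence ratio over baseline after carbachol; higher B-score means a larger calcium signal and so more RGS4 inhibition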
The depositor's hits bear a star; i = inactive; nt = no result given.

The opening two records, ahead of the listing:
SMILES	KCNK9 inh	KCNQ1 inh	Dyrk1A ADPGlo	KCNQ1 pot	RGS4 act	PolyA inhibitor	GSK3A inh	hERG protect	KCNK3 inh	GSK3B inh	RGS4 block
CCCC(=Nc1ccccc1)C1=C(O)C(C(=O)OC)C(C)(C)CC1=O (configuration not stated)	i	i	-8	i	i	i	1	-2	i	2	i
CCc1nc2nc(C)c(NS(=O)(=O)c3ccc(C4CCCCC4)cc3)c(=O)n2[nH]1	i	i	-5	i	i	i	-5	-11	i	7	i

This part in full, repeating the preview:
SMILES	KCNK9 inh	KCNQ1 inh	Dyrk1A ADPGlo	KCNQ1 pot	RGS4 act	PolyA inhibitor	GSK3A inh	hERG protect	KCNK3 inh	GSK3B inh	RGS4 block
CCCC(=Nc1ccccc1)C1=C(O)C(C(=O)OC)C(C)(C)CC1=O (configuration not stated)	i	i	-8	i	i	i	1	-2	i	2	i
CCc1nc2nc(C)c(NS(=O)(=O)c3ccc(C4CCCCC4)cc3)c(=O)n2[nH]1	i	i	-5	i	i	i	-5	-11	i	7	i
COc1c(C)cc(C(=O)C2CCCN(C(=O)c3csc(C)n3)C2)cc1C (configuration not stated)	i	i	-6	i	i	i	-2	-6	i	3	i
COC(=O)CC1C(=O)NCCN1C(=O)c1ccc2oc(C(C)C)nc2c1 (configuration not stated)	i	i	nt	i	i	i	-1	-5	i	1	i
Cc1cc(OCC(=O)NC2CC(C)(C)NC(C)(C)C2)c2c(C)cc(=O)oc2c1	i	i	8	i	i	i	-2	-4	i	-1	i
C=CCNC(=O)c1c(Cl)cccc1Cl	i	i	5	i	i	i	-1	-4	i	-12	i
O=C(C(=O)N1CCCCC1)c1cn(CC(=O)N2CCCCCC2)c2ccccc12	i	i	-4	i	i	i	0	-14	i	1	i
CCN(CCO)C(=O)CC1C(=O)NCCN1Cc1c(F)cccc1Cl (configuration not stated)	i	i	0	i	i	i	-3	-8	i	1	i
CCOC(=O)CC(Nc1nc(N2CCOCC2)nc(N2CCOCC2)n1)c1ccccc1Cl (configuration not stated)	i	i	1	i	i	i	-3	-3	i	0	i
CC1CCC(NC(=O)Cn2c3c(c(-c4ccccc4Cl)cc2=O)CCC3)CC1 (configuration not stated)	i	i	4	i	i	i	-1	-16	i	4	i
Cn1c(CC(=O)Nc2cccc(Cl)c2Cl)nnc1SCC(=O)NC1=NCCS1	i	i	0	i	i	i	-2	-5	i	-3	i
CC1CN(CC(=O)Nc2nc3ccccc3s2)CC(C)O1 (configuration not stated)	i	i	14	i	i	i	-3	-4	i	-1	i
O=C(Nc1cccc2ncccc12)c1ccc(OCc2ccccc2)cc1	i	i	-2	i	i	i	-2	-12	i	3	i
Cc1cc(C)cc(C(=O)N(c2ccccn2)C(C)c2ccco2)c1 (configuration not stated)	i	i	4	i	i	i	1	-8	i	1	i
CCCOc1ccc(/C=C/C(=O)NC2CCCCC2)cc1OC	i	i	1	i	i	i	-3	-9	i	2	i
CC(C)COc1ccc(C(=O)Nc2ccc([N+](=O)[O-])cc2)cc1	i	i	-1	i	i	i	0	-11	i	1	i
CCc1ccccc1NC(=O)c1ccc(Cn2cc([N+](=O)[O-])cn2)cc1	i	i	-8	i	i	i	nt	-12	i	2	i
CCCCNc1nc2c(c(=O)n(C)c(=O)n2C)n1CCC	i	i	2	i	i	i	0	-8	i	-1	i
O=C(O)c1cn(Cc2ccccc2Cl)c2ccc(S(=O)(=O)N3CCOCC3)cc2c1=O	i	i	-4	i	i	i	3	-11	i	3	i
COC(=O)COc1ccc(Cl)cc1C1Nc2ccccc2C(=O)N1c1ccc(OC)cc1 (configuration not stated)	-8*	i	0	i	i	i	0	-7	i	-2	i
CCN(CC)S(=O)(=O)c1ccc(C(=O)NC(=S)N(CCO)Cc2ccccc2)cc1	i	i	1	i	i	i	-1	-4	i	-1	i
CC(CCc1ccco1)NC(=O)Nc1cccc(F)c1 (configuration not stated)	i	i	1	i	i	i	-1	-11	i	1	i
Cc1nnc(-c2cnn(C)c2N)n1Cc1ccc(Cl)cc1	i	i	-6	i	i	i	-1	-4	i	1	i
COC(=O)CCC(=O)OC1(C)C(=O)C2=CN(CCCOC(C)C)C(c3ccc(OC)cc3)=CC2=C(Br)C1=O (configuration not stated)	i	i	7	i	i	i	0	-8	i	-7	i
Cc1ccc(NC(=O)CN(C)C(=O)Cn2cc(C(F)(F)F)cc(Cl)c2=O)cc1	i	i	-2	i	i	i	-4	-5	i	2	5.5*
COc1ccc(C2C(=O)c3ccccc3C2=Nc2ccc(Br)cc2)cc1 (configuration not stated)	i	i	5	i	i	i	-3	-8	i	-7	i
CCCCn1c(N)c(N(CC(C)C)C(=O)c2oc3ccc(OCC)cc3c2C)c(=O)[nH]c1=O	i	i	-13	i	i	i	-7	-7	i	-1	i
COc1ccc(OC)c(NC(=O)CC2(CC(=O)O)CCCC2)c1	i	i	-1	i	i	i	-2	-11	i	2	i
CCCN(CCC)CC(O)CN1C(=O)NC(C)(C)C1=O (configuration not stated)	i	i	-4	i	i	i	0	-11	i	1	i
COc1ccc(O)c(/C=N/n2c(-c3ccco3)csc2=Nc2cccnc2)c1	i	i	0	i	i	i	6	-8	i	1	i
COC(=O)CNC(=O)c1ccc2c(c1)S(=O)(=O)c1ccccc1C2=O	i	i	13	i	i	i	1	-4	i	2	i
CCOC(=O)c1c2n(c3ccc(O)cc13)CCC2	i	i	-2	i	i	i	-4	-17	i	0	i
COc1ccc(N2CCN(C(=O)COCc3cc(-c4ccc5c(c4)OCO5)on3)CC2)cc1	i	i	0	i	i	i	-4	-7	i	1	i
Cc1cccc(NC(=O)CSc2nnc(-c3cc(C)n(-c4ccccc4)c3C)o2)c1C	i	i	4	i	i	i	4	-11	i	0	i
CCn1c2ccccc2c2cc(NC(=O)COC(=O)c3cccc(S(=O)(=O)NC)c3)ccc21	i	i	-2	i	i	i	-1	-2	i	-4	i
N#C/C(=C(/O)CN1CCCC1)c1nc(-c2ccccc2)cs1	i	i	-4	i	i	i	-2	-15	i	2	i
N#CCSc1nc(-c2ccccc2)nc2ccc(F)cc12	i	i	10	i	i	i	1	-8	i	0	i
CCc1ccc(-c2cc(C(=O)N/N=C/c3c[nH]c4ccccc34)[nH]n2)cc1	i	i	-7	i	i	i	1	-6	i	1	4.9*
Cc1ccc(CSCC(=O)Nc2ccccc2C(=O)O)cc1	i	i	-2	i	i	i	-3	-5	i	-1	i
CC(=O)Nc1ccc2c(c1)nc(CCN1CCC(C)CC1)n2C	i	i	-6	i	i	i	-5	-11	i	3	i
NC(=O)C1CC(=O)N(c2ccc(OCc3ccc(Cl)cc3)cc2)C1 (configuration not stated)	i	i	-5	i	i	i	-1	-8	i	-3	i
Cn1c(=O)c2[nH]c(-c3ccccc3Cl)c(O)c2n(C)c1=O	i	6*	-2	i	i	i	nt	-5	i	1	i
N#CCc1ccc(NS(=O)(=O)c2ccc(C3CCCCC3)cc2)cc1	-6.9*	i	-1	i	i	i	7	-13	i	-1	i
C=C1CCC[C@]2(C)C[C@H]3OC(=O)C(CN[C@@H](C)c4ccccc4)[C@H]3CC12 (some centres not stated)	i	i	-10	i	i	i	-4	-5	i	0	i
COc1ccc(CCNC(=O)Cc2ccc(NC3=NC4CS(=O)(=O)CC4S3)cc2)c(OC)c1 (configuration not stated)	i	i	3	i	i	nt	1	-7	i	3	i
O=C(N/N=C/c1cc2c(cc1Br)OCO2)c1c[nH]c2ccccc12	i	i	0	i	i	i	2	-10	i	-1	i
COc1ccc(OC)c(S(=O)(=O)N2CCc3ccccc32)c1	i	i	4	i	i	i	0	-7	i	-4	i
Cc1nc(NS(=O)(=O)c2ccccc2)sc1C(=O)NN	i	i	-5	i	i	i	-4	-8	i	4	i
COc1ccc(C(=O)NCCCNC(=O)c2ccc(C)nc2)cc1	i	i	-2	i	i	i	0	-2	i	-4	i
CCCCn1c(N)c(N(CCC(C)C)C(=O)c2c(C)noc2C)c(=O)[nH]c1=O	i	i	6	i	i	i	0	-4	i	-2	i
COc1ccc2c(CC(=O)Nc3nccs3)coc2c1	i	i	nt	i	i	i	9	-8	i	0	i
O=C(NCCS(=O)(=O)N1CCN(Cc2ccccc2)CC1)c1ccc(F)cc1	i	i	-3	i	i	i	-3	-12	i	1	i
CC(=O)OCC1=C(C(=O)O)N2C(=O)C(NC(=O)CCn3nc(C)c(Cl)c3C)C2SC1 (configuration not stated)	i	i	-1	i	i	i	0	-2	i	1	i
COc1cc(Cc2ccc(N)c(OC)c2)ccc1N	i	i	-4	i	i	i	-1	-10	i	-25	i
N#Cc1ccc(C(=O)OCC(=O)N2CCOCC2)cc1	i	i	4	i	i	i	-1	-3	i	-1	i
NS(=O)(=O)c1cccc(NC(=O)CCSc2ccc(Cl)cc2)c1	i	i	1	i	i	i	-6	-4	i	0	i
Cn1c(CN2CCCCC2)nc2cc([N+](=O)[O-])ccc21	i	i	-6	i	i	i	5	-1	i	2	i
CO/N=C(/COc1ccc(F)cc1)c1ccc(OC)cc1	i	i	0	i	i	i	-4	-2	i	2	i

An excerpt from above, showing only RGS4 act and KCNQ1 pot.
smiles	RGS4 act	KCNQ1 pot
N#Cc1ccc(C(=O)OCC(=O)N2CCOCC2)cc1	i	i
COc1ccc(C(=O)NCCCNC(=O)c2ccc(C)nc2)cc1	i	i
NS(=O)(=O)c1cccc(NC(=O)CCSc2ccc(Cl)cc2)c1	i	i
O=C(NCCS(=O)(=O)N1CCN(Cc2ccccc2)CC1)c1ccc(F)cc1	i	i
Cn1c(CN2CCCCC2)nc2cc([N+](=O)[O-])ccc21	i	i
CCCCn1c(N)c(N(CCC(C)C)C(=O)c2c(C)noc2C)c(=O)[nH]c1=O	i	i

A portion of the library (hit frequency here may not be typical).
